Screening results (PubChem)
STK33 kinase inh: inhibitors of purified STK33 kinase, primary screen, biochemical, ADP-Glo luminescence, homogeneous, cell-free; Serine/threonine-protein kinase 33 (Homo sapiens), Q9BYT3; MBP phosphorylation; inhibition, % at 10 µM; 320,000 compounds, 0.073% hits; AID 2661, 2010;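 active = inhibition at or above 25%, using the most active replicate where run in duplicate; inactive = inhibition below 25%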
KCNQ2 inh: KCNQ2 potassium channel inhibitors, primary screen, cell-based, CHO-K1, FluxOR thallium flux, B-score (AID 2156) | Potassium voltage-gated channel subfamily KQT member 2 (Rattus norvegicus), O88943 | 20 min; active compounds read low | B-score at 10 µM | 310,000 compounds, 1.1% hits;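 active = fluorescence ratio B-score at most minus 3 library SDs, with starting brightness B-score within 2 library SDs, cut at about -5.5 in these data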
Target sequence (O88943 whole entry, looked up): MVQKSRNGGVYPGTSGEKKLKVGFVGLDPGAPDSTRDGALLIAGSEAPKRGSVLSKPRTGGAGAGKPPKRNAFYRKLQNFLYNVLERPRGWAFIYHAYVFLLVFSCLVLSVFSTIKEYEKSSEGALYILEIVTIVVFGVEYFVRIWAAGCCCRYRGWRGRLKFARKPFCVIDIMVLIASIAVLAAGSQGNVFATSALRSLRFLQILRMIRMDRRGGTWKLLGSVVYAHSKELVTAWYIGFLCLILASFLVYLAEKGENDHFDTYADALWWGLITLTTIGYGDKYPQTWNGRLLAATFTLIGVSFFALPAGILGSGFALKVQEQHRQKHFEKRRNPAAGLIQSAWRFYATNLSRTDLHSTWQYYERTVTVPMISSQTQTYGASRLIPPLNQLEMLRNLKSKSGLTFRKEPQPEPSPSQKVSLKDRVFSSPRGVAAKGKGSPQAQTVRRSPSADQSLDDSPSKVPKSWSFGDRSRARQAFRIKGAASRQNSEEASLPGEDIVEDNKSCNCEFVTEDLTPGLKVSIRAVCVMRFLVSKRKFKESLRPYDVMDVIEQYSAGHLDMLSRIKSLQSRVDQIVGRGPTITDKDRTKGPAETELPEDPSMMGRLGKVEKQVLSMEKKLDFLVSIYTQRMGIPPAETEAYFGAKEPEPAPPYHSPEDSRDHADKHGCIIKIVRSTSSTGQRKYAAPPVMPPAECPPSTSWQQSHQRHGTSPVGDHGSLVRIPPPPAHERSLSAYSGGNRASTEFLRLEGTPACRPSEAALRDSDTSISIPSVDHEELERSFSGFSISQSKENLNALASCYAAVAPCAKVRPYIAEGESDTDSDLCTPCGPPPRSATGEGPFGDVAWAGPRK
Kir21 block: inhibitors of mouse Kir2.1 inward-rectifier potassium channel; Inward rectifier potassium channel 2 (Mus musculus), P35561; HEK293-Kir2.1, FluxOR thallium flux fluorescence; active compounds read low; B-score at 10 µM; 310,000 compounds, 0.85% hits; AID 1672, 2009;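 active = fluorescence ratio B-score at or below minus 3 SD of library scores, with starting-brightness B-score within 2 SD, cut at about -4.2 in these data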;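 note: channel flux triggered by added potassium and thallium sulfate stimulus; B-score of peak minus minimum fluorescence over baseline after thallium stimulus; more negative B-score means stronger Kir2.1 block with less thallium influx; some compounds called inactive have numbers as strong as hits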
* hit, by the source's call; i = inactive; nt = not tested or not shown.

Kir21 block	KCNQ2 inh	STK33 kinase inh	mol
0.66	i	-0.5	COc1ccc(-c2nc(CN3CCN(C(=O)c4ccco4)CC3)c(C)o2)c(OC)c1C
0.38	i	-0.1	CCOC(=O)c1ccc(-n2c(C)nc3ccc(Br)cc3c2=O)cc1
0.62	i	-1.8	COc1ccc2cc(C(=O)Nc3ccc(F)cc3)sc(=O)c2c1OC
-0.06	i	0.9	CCN(CC)C(=O)Cn1cc(C(=O)C(=O)Nc2ccc3c(c2)OCCO3)c2ccccc21
-1.6	i	0.2	Cc1cccc(N2CCN(S(=O)(=O)c3ccc4c(c3)CCC(=O)N4)CC2C)c1 (stereo not given)
1.17	i	-1.9	COc1ccc(Cl)cc1NC(=O)C(C)Sc1nncn1C (stereo not given)
0.01	i	-0.4	O=C(COc1ccc(F)cc1)Nc1cc(Cl)ccc1-n1cncn1
0.74	i	-0.8	CC(=O)NC1(c2cccc(F)c2)CCN(C(=O)Nc2ccc(C#N)cc2)CC1
-0.09	i	-2.8	Cc1cc(C(=O)Nc2cc(C(F)(F)F)ccc2N2CCOCC2)no1
0.18	i	-1.6	O=C(O)C(Cc1ccccc1)N1CCS(=O)(=O)CC1 (stereo not given)
-1.88	i	-2.1	CC/C(=N/Nc1cccc(Cl)c1)c1cnnc(SC)n1
1.68	i	4.5	O=C(/C=C/c1cccc(Oc2ccccc2)c1)N1CCOCC1
1.62	i	-0.1	CCc1cc2c(NC(Cc3ccccc3)C(=O)O)nc(C)nc2s1 (stereo not given)
-0.59	i	-0.3	COc1ccc(C(=O)N(C(C)C)C(C)C)c(OC)c1
1.5	i	-1.8	COC(=O)c1c(NC(=O)C(=O)NCC2CCCO2)sc2c1CC(C)(C)OC2 (stereo not given)
3.34	i	-0.1	CC(C)C(=O)NC(NC(=O)C(C)C)c1ccc([N+](=O)[O-])cc1
-0.65	i	0.5	COC(=O)c1ccc(NCC(=O)c2ccccc2)cc1
2.45	i	-0.9	CCCCn1c(N)c(N(CCOC)C(=O)c2cccc(S(=O)(=O)N(CC)c3ccccc3)c2)c(=O)[nH]c1=O
0.67	i	-0.8	COCCN1C(=O)c2oc3cc(C)c(C)cc3c(=O)c2C1c1ccc(O)cc1 (stereo not given)
-0.01	i	-0.7	Cc1sc2nc(CSCC(=O)NC3CCCCC3)[nH]c(=O)c2c1C
0.13	i	-0.5	COC(=O)CSc1nc(N)c(C#N)c(-c2ccco2)c1C#N
1.22	i	0.1	O=[N+]([O-])c1ccc(OCCO)c(P(=O)(c2ccccc2)c2ccccc2)c1
0.16	i	-0.1	COc1cccc(OC)c1C(=O)Nc1ccc([N+](=O)[O-])cn1
-0.83	i	-1.3	COc1ccc(N2C(=O)CC(N(Cc3ccco3)C(=O)CCC(=O)O)C2=O)cc1 (stereo not given)
0	i	-1.7	O=C(N/C(=C\c1cn(-c2ccccc2)nc1-c1ccc(Cl)cc1)C(=O)N1CCOCC1)c1ccccc1
0.26	i	-1.7	Cc1ccccc1CSc1ncc(C#N)c(N)n1
0	i	0.7	N#Cc1ccccc1Sc1ccccc1C(=O)Nc1ccc(Br)cc1
0.02	i	-1.0	COc1ccc(OC)c(NC(=O)C2CCN(S(=O)(=O)c3ccc4c(c3)OCCO4)CC2)c1
2.35	i	-1.0	O=C(c1ccco1)N1CCN(Cc2cc(=O)c(OCc3ccc([N+](=O)[O-])cc3)co2)CC1
-0.1	i	-0.7	CCOC(=O)/C(C#N)=C1/C=CN(C)C=N1
0.69	i	-0.2	Cc1ccc(NC(=O)CCNS(=O)(=O)c2ccc3c(c2)c(=O)n(C)c(=O)n3C)cc1C
-2.5	i	-0.5	O=C(CCNS(=O)(=O)c1cccc2nsnc12)NCc1ccccc1
-7.93*	i	0.0	CCN(CC)CCn1c(=N)n(CC(O)COc2cccc(C)c2)c2ccccc21 (stereo not given)
0.97	i	-1.5	COC(=O)c1ccc2c(c1)sc(=NC(=O)CCS(=O)(=O)c1ccccc1)n2C
0.35	i	-0.8	Cc1cc(C)n(CC(=O)Nc2ccc([N+](=O)[O-])cc2)n1
-1.78	i	0.4	O=C(CCCCCN1C(=O)c2cccc([N+](=O)[O-])c2C1=O)Nc1ccccc1F
0.51	i	-1.5	CCOc1ccc(CC(=O)N/N=C/c2cccnc2)cc1OCC
-0.49	i	-0.3	CC1CN(C(=O)CS(=O)(=O)Cc2ccccc2)CC(C)O1 (stereo not given)
-1.19	i	1.1	COc1cc(NS(=O)(=O)c2cc3c(cc2C)NC(=O)CO3)cc(OC)c1
-0.37	i	-2.1	Cc1ccc([N+](=O)[O-])cc1NC(=S)NC(=O)c1cccnc1
1.24	i	-1.5	c1ccc2cc(-c3csnn3)ccc2c1
0.26	i	-2.6	CC(=O)Nc1ccc(NC(=O)CN(C)S(=O)(=O)c2ccc3ccccc3c2)cc1
0.38	i	-0.9	COc1ccccc1/C=N/Nc1nc(C)cc(C)n1
-1.87	i	0.9	Cc1cc(NC(=O)CSc2nnc(C3CC3)n2N)no1
0.02	i	-1.3	CSCCC(NS(=O)(=O)c1ccccc1F)C(=O)NC(C)c1ccccc1 (stereo not given)

Reprinted from the part before: two compounds, then new ones.
Kir21 block	KCNQ2 inh	STK33 kinase inh	mol
-1.87	i	0.9	Cc1cc(NC(=O)CSc2nnc(C3CC3)n2N)no1
0.02	i	-1.3	CSCCC(NS(=O)(=O)c1ccccc1F)C(=O)NC(C)c1ccccc1 (stereo not given)
0.46	i	-0.2	COc1cccc(NS(=O)(=O)c2ccc(OC)c(OC)c2)c1
1.12	i	-0.7	Cc1c(NC(=O)c2cnn3c(C(F)(F)F)cc(-c4ccco4)nc23)c(=O)n(-c2ccccc2)n1C
-2.59	i	-1.8	COc1cccc(OC)c1C(=O)Nc1cccc(-c2ccc3nncn3n2)c1
0.61	i	0.6	CC(C)C(OC(=O)CN1C(=O)COc2ccccc21)C(=O)NC1CCCCC1 (stereo not given)
0.04	i	-2.7	O=C(NNC1CC(=O)N(c2ccc(Br)cc2)C1=O)c1ccccn1 (stereo not given)
-1.74	i	0.9	COC(=O)c1c(C(=O)OC)c(-c2ccccc2)n2c1CS(=O)(=O)C2
-0.83	i	0.6	CCCCOc1ccc(/C=C/C(=O)OCC(=O)NC2CCS(=O)(=O)C2)cc1OCC (stereo not given)
1.61	i	-0.7	O=[N+]([O-])c1cccc(C(=S)N2CCCC2)c1
-0.19	i	-1.5	Cc1ccc(S(=O)(=O)Nc2cc(C)cn(Cc3ccccc3)c2=O)cc1
1.83	i	-0.4	COC(=O)c1ccc(NC(=O)c2ccccc2CC[N+](=O)[O-])cc1
0.65	i	-1.5	O=C(COc1coc(CN2CCN(c3ccccc3F)CC2)cc1=O)NC1CCCCC1
-0.23	i	-1.1	Cc1ccccc1C(=O)N1CCN(c2ccc([N+](=O)[O-])c(NCc3cccnc3)c2)CC1
-1.46	i	-1.1	Cc1cc(Oc2ccccc2)nc(-c2ccccc2)n1
-0.31	i	-1.8	NS(=O)(=O)c1ccc(NCc2ccccc2OCc2ccccc2F)cc1
-2.61	i	1.4	O=C(CSc1ncn[nH]1)Nc1ccc(Cl)c(Cl)c1
-0.02	i	-0.2	Cc1cc(Cl)nc(Cl)c1C(=O)N1CCOCC1
2.17	i	-4.0	CCN(C(=O)COc1ccc(C)nc1[N+](=O)[O-])C1CCS(=O)(=O)C1 (stereo not given)
2.66	i	-0.4	COc1cc(C(=O)NC(C)CCc2ccccc2)cc(OC)c1OC (stereo not given)
-0.08	i	-1.1	CC1CCN(C(C(=O)NC2CCCCC2)c2cc3c(cc2[N+](=O)[O-])OCO3)CC1 (stereo not given)
1.36	i	-0.1	COc1ccc(NS(=O)(=O)c2ccc3c(c2)N(C(C)=O)CCO3)cc1
0.69	i	0.6	CC(=O)c1ccc(N2CCN(C(=S)NCc3ccco3)CC2)cc1
0.8	i	1.1	O=C(c1ccc2c3c(cccc13)CC2)C1CCCN(C(=O)c2ccc(=O)[nH]c2)C1 (stereo not given)
1.56	i	-1.3	CSc1ncc(CN2CCCC(C(=O)Nc3ccc(-c4ccco4)cc3)C2)cn1 (stereo not given)
0.4	i	-1.5	S=c1[nH]nc(COc2ccccc2)n1-c1ccccc1
-0.63	i	0.1	COc1ccc2oc(C(=O)NN3C(C)CCCC3C)c(C)c2c1 (stereo not given)
0.78	i	0.6	C/C(N)=C(/C#N)C(=O)CSc1nc2scc(-c3ccc(F)cc3)c2c(=O)n1C
0.11	i	-1.8	O=C(Nc1ccc(Br)cc1)c1ccc(N2C(=O)C3CC=CCC3C2=O)cc1 (stereo not given)
1.56	i	-0.3	O=C(Nc1nc2ccc([N+](=O)[O-])cc2s1)c1ccc(S(=O)(=O)N2CCCc3ccccc32)cc1
-0.91	i	-1.1	COc1ccc(S(=O)(=O)N2CCCCC2)cc1NC(=O)c1ccco1
0.02	i	-1.8	COC(=O)c1c(NC(C)=O)sc(Cc2ccccc2)c1C
-0.1	i	-4.0	CCn1nnc(NC(=O)Cc2ccc(Cl)cc2)n1
1.16	i	-0.5	CN1C(=O)SC(Nc2ccccc2C(=O)O)C1=O (stereo not given)
-0.08	i	-0.9	CCOC1(c2ccccc2)CC1C(=O)N/N=C/c1cccc([N+](=O)[O-])c1 (stereo not given)
0.15	i	0.5	Cc1cc(-n2c(C)cc(C(=O)CSc3nnc4sc5ccccc5n34)c2C)no1
0.04	i	-2.3	CCSc1nc(=S)n(CC)c(C)c1C(C)=O
0	i	nt	CN1CCN(C(=O)CCCN2C(=O)/C(=C/c3cccc(Br)c3)SC2=S)CC1
1.02	i	-1.0	COc1ccc(C(=O)OCC(=O)Nc2sccc2C(N)=O)cc1OC
1.75	i	-0.1	Cc1ccc(C(=O)CCC(=O)NC2CCCC(C)C2C)cc1 (stereo not given)
1.34	i	-2.7	COC(=O)c1[nH]c2c(c1C)C(=O)CC(c1ccc(OC)c(OC)c1)C2 (stereo not given)
0.15	i	-1.5	CCn1ncc(Br)c1C(=O)NC(C)c1ccccc1 (stereo not given)
0.09	i	-3.0	COc1ccc(CCN(Cc2ccccn2)C(=S)Nc2cccc(C)c2)cc1OC
0.47	i	-0.9	COc1ccc(CCNC(=O)Nc2cc(F)c(F)cc2Cl)cc1OC
0.29	i	0.4	CC(Nc1ccc(Br)cc1)C(=O)N/N=C/c1ccccc1OCc1ccccc1 (stereo not given)
-3.65	i	0.1	COc1ccc(CN2C(=O)CC(Cc3cc(C)cc(C)c3)C2=O)cc1OC (stereo not given)
-0.54	i	-2.0	Cc1ccc2nc(SCC(=O)c3ccc(Cl)s3)[nH]c2c1
-1.68	i	5.2	CC1CCN(C(=O)c2[nH]cnc2C(=O)N[C@@H](CCCCNC(=O)OC(C)(C)C)C(=O)OC(C)(C)C)CC1
-0.43	i	0.3	Cc1ccccc1SCC(=O)OCC(=O)Nc1sccc1C(N)=O
-0.59	i	-0.7	Cc1csc(NC(=O)CSc2nc(C)nc3c2c(=O)n(C)c(=O)n3C)n1
-1.1	i	-0.5	N#Cc1ccc(C(=O)NCC(c2ccco2)N2CCCC2)cc1 (stereo not given)
-1.27	i	2.2	N#CC1=C(N)Oc2n[nH]c(-c3ccccc3)c2C1c1cccnc1 (stereo not given)
0.08	i	-0.2	CC1(C)C(CC2OCC(CN3CCCCC3)O2)[C@H]2CC[C@@H]1C2 (stereo not given in full)
-1.3	i	-1.6	Cc1ccc(NC(=O)O/N=C/c2ccc(F)cc2)cc1
-0.38	i	0.1	CC(C)CC(COCc1ccc([N+](=O)[O-])cc1)N1CCN(C(=O)c2ccc(C(F)(F)F)cc2)CCC1=O (stereo not given)
0	i	1.6	CC(C)(C)c1cc(NCc2ccccn2)n2ncc(-c3ccccc3)c2n1
-1.91	i	8.7	COCCCNCCOCCOc1ccc(Cl)cc1Br
0.02	i	-2.6	CCCNC(=O)c1c(N)n(-c2cccc(OC)c2)c2nc3ccccc3nc12
2	i	-1.5	COC(=O)c1cc(C)ccc1OCc1ccc([N+](=O)[O-])cc1
-0.18	i	1.2	COc1cccc(N2C(=O)C3CCCN3C2c2ccc(N(C)C)cc2)c1 (stereo not given)

Structural class, those above containing fluorine
Kir21 block	KCNQ2 inh	STK33 kinase inh	mol
0.62	i	-1.8	COc1ccc2cc(C(=O)Nc3ccc(F)cc3)sc(=O)c2c1OC
0.01	i	-0.4	O=C(COc1ccc(F)cc1)Nc1cc(Cl)ccc1-n1cncn1
0.74	i	-0.8	CC(=O)NC1(c2cccc(F)c2)CCN(C(=O)Nc2ccc(C#N)cc2)CC1
-0.09	i	-2.8	Cc1cc(C(=O)Nc2cc(C(F)(F)F)ccc2N2CCOCC2)no1
-1.78	i	0.4	O=C(CCCCCN1C(=O)c2cccc([N+](=O)[O-])c2C1=O)Nc1ccccc1F
0.02	i	-1.3	CSCCC(NS(=O)(=O)c1ccccc1F)C(=O)NC(C)c1ccccc1 (stereo not given)
1.12	i	-0.7	Cc1c(NC(=O)c2cnn3c(C(F)(F)F)cc(-c4ccco4)nc23)c(=O)n(-c2ccccc2)n1C
0.65	i	-1.5	O=C(COc1coc(CN2CCN(c3ccccc3F)CC2)cc1=O)NC1CCCCC1
-0.31	i	-1.8	NS(=O)(=O)c1ccc(NCc2ccccc2OCc2ccccc2F)cc1
0.78	i	0.6	C/C(N)=C(/C#N)C(=O)CSc1nc2scc(-c3ccc(F)cc3)c2c(=O)n1C
0.47	i	-0.9	COc1ccc(CCNC(=O)Nc2cc(F)c(F)cc2Cl)cc1OC
-1.3	i	-1.6	Cc1ccc(NC(=O)O/N=C/c2ccc(F)cc2)cc1
-0.38	i	0.1	CC(C)CC(COCc1ccc([N+](=O)[O-])cc1)N1CCN(C(=O)c2ccc(C(F)(F)F)cc2)CCC1=O (stereo not given)
